Screening data (PubChem BioAssay)
mcGAS lum – mouse cGAS inhibition by luminescence | Q8C6L5 | recombinant cGAS, Kinase-Glo ATP depletion luminescence | inhibition, % at 12.5 µM | 160,000 tested, 0.15% active | AID 1259399;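 also: 0% = negative control wells and 100% = reference inhibitor with no enzyme activity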
hcGAS inh – inhibitors of human cGAS; Q8N884; recombinant h-cGAS, ATP depletion, Kinase-Glo luminescence; inhibition, % at 12.5 µM; 290,000 tested, 0.081% active;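 also: 0% = vehicle reaction and 100% = reaction without DNA for no activity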
Target sequence (Q8N884 whole entry, looked up): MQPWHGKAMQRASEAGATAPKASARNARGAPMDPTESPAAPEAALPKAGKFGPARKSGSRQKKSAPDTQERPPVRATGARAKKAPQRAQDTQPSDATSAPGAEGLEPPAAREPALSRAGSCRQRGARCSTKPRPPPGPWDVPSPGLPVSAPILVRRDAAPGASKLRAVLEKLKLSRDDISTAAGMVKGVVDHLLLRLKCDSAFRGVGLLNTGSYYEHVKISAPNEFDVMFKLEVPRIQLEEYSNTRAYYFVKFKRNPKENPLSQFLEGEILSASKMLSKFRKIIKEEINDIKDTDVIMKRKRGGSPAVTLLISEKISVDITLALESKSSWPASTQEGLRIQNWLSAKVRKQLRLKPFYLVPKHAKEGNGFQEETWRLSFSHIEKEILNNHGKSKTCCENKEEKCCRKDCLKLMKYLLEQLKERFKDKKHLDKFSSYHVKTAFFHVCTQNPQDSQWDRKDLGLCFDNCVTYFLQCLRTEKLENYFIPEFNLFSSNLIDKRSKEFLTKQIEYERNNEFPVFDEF
NPYLR7 ag – activates Aedes aegypti NPYLR7 receptor; HEK293T NPYLR7/Galpha15, GCaMP6s calcium fluorescence; activation, % at 10 µM; 270,000 tested, 0.15% active; in the data active = activation above about 40%;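 also: 0% = vehicle and 100% = reference agonist at the receptor; some compounds past the cut are filed as inactive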
The depositor's hits bear a star; & = joins results of further samples. Rule as the data show it, unless noted: active = inhibition above about 40%; inactive = the rest.

Screening COc1cc(C=Nn2cn[nH]c2=S)cc(Br)c1O returned hcGAS inh 4 and NPYLR7 ag 5.
For Clc1cccc2c3c([nH]c12)CCN(Cc1cc2n(n1)CCNC2)C3 the results were hcGAS inh 2 and NPYLR7 ag 4.
Screening Cn1ncnc1-c1ccnc(NCCCc2ccncc2)n1 returned hcGAS inh -2 and NPYLR7 ag -5.
Brc1ccc(C2=Nc3nnnn3C(c3ccccc3)C2)cc1 (stereo not given) was read as hcGAS inh -3&-13 and NPYLR7 ag -4&0.
Screening O=[N+]([O-])c1nn(-c2ccc3c(c2)OCCO3)n(O)c1=NCc1ccccc1Cl returned mcGAS lum -7, hcGAS inh -3 and NPYLR7 ag -7.
`CN(C)c1ccc(NC(=O)C2C[C@H]2c2ccccc2)cc1C(=O)NCCCN1CCOCC1` (stereo not given in full) gave mcGAS lum -6, hcGAS inh -7 and NPYLR7 ag 6.
Screening Cc1ccc(C)c(NC(=O)Nc2ccc(S(C)(=O)=O)cc2)c1 returned hcGAS inh -5 and NPYLR7 ag -4.
Screening CC(C)C[C@@H](N)C(=O)N1CC(Oc2ccccc2F)C1 returned hcGAS inh -3 and NPYLR7 ag -7.
For Cc1nc2c(OCC(N)=O)cccn2c1N(C)C(=O)CCC1CCCC1 the results were mcGAS lum -5, hcGAS inh -6 and NPYLR7 ag -5.
`Cc1nccc(C(=O)Nc2ccccc2OCCc2ccccc2)n1` gave hcGAS inh -4 and NPYLR7 ag 6.
For O=C(c1cccs1)N1N=C(c2cccs2)CC1c1cccs1 (stereo not given) the results were hcGAS inh 10 and NPYLR7 ag -5.
For CC(NC(=O)Cn1ccc(=O)[nH]c1=O)c1cccc(-n2cccn2)c1 (stereo not given) the results were hcGAS inh -4 and NPYLR7 ag -1.
Screening CC(=O)OC12CC3CC(C1)CC(C(=O)N1CCN4CCNC(=O)C4C1)(C3)C2 (stereo not given) returned hcGAS inh -2 and NPYLR7 ag 4.
For CCOC(=O)c1c(NC(=O)c2ccc(Oc3ccc(Cl)cc3)c([N+](=O)[O-])c2)sc2c1CCCC2 the results were hcGAS inh -3 and NPYLR7 ag -2.
CCSc1nnc(NC(=O)c2ccccc2Br)s1 was read as mcGAS lum -5, hcGAS inh -8 and NPYLR7 ag -5.
CNC(=O)NC(=O)C(C)Sc1nc(C(C)C)n(-c2ccccc2)n1 (stereo not given) was read as hcGAS inh -6 and NPYLR7 ag -8.
Cc1cccc(NC(=O)NC(Cc2ccccc2)c2nnc(SCc3ccccc3)n2-c2ccc(Cl)cc2Cl)c1C (stereo not given) was read as mcGAS lum -3, hcGAS inh 1 and NPYLR7 ag 15.
For COc1cc(OC)cc(-n2c(-c3cccnc3)n[nH]c2=S)c1 the results were mcGAS lum -3, hcGAS inh -3 and NPYLR7 ag -3.
`CNC(=O)[C@@H]1C[C@@H](N)CN1C(=O)c1ccc2c(c1)c1ccccc1n2C` gave mcGAS lum -17, hcGAS inh -6 and NPYLR7 ag 0.
`O=C1CC(c2cccnc2N2CCOCC2)c2c(n[nH]c2-c2ccco2)N1` (stereo not given) gave mcGAS lum -13, hcGAS inh 1 and NPYLR7 ag 5.
For Cn1ccnc1SCc1cc(=O)c(OC(=O)c2ccc(Cl)c([N+](=O)[O-])c2)co1 the results were mcGAS lum 3, hcGAS inh 0 and NPYLR7 ag -11.
For CCOC(=O)C1CCCN(C(=O)c2cc(-c3ccc(Cl)cc3)n(-c3cccc(OC)c3)c2C)C1 (stereo not given) the results were mcGAS lum -6, hcGAS inh -7 and NPYLR7 ag -1.
For CC1(C(=O)NS(=O)(=O)c2ccccc2)CCN1C(=O)Cc1ccccc1 (stereo not given) the results were hcGAS inh -11 and NPYLR7 ag -2.
`CC(C)c1noc(OCCCc2cnn(C)c2)n1` gave hcGAS inh -15 and NPYLR7 ag -1.
`CC(C)=CC1C(C(=O)NN2CC(=O)NC2=O)C1(C)C` (stereo not given) gave hcGAS inh 1 and NPYLR7 ag -1.
For CN(C)c1cc(N/N=C\c2cccc([N+](=O)[O-])c2)nc(N(C)C)n1 the results were mcGAS lum -3, hcGAS inh -1 and NPYLR7 ag -9.
Screening CCCCn1c(=O)c2c(nc3n(-c4ccc(S(N)(=O)=O)cc4)c(C)cn23)n(C)c1=O returned mcGAS lum -6, hcGAS inh -4 and NPYLR7 ag 2.
For CCOc1ccccc1NC1=NC2CS(=O)(=O)CC2S1 (stereo not given) the results were hcGAS inh 1 and NPYLR7 ag 3.
`CC(C)(C)c1cc(=O)[nH]c(=O)[nH]1` gave mcGAS lum 1, hcGAS inh 7 and NPYLR7 ag -1.
For CCn1cc(CNC(=O)Nc2nnc(C(C)(C)C)s2)cn1 the results were mcGAS lum -12, hcGAS inh -5 and NPYLR7 ag -1.

Random excerpt: 2 compounds from above.
For Clc1cccc2c3c([nH]c12)CCN(Cc1cc2n(n1)CCNC2)C3 the results were hcGAS inh 2 and NPYLR7 ag 4.
`O=C1CC(c2cccnc2N2CCOCC2)c2c(n[nH]c2-c2ccco2)N1` (stereo not given) gave mcGAS lum -13, hcGAS inh 1 and NPYLR7 ag 5.

Carrying on:
`CCOC(=O)c1nn(-c2ccc(F)cc2)c(=O)cc1OS(=O)(=O)c1ccc(F)cc1` gave mcGAS lum -7, hcGAS inh -11 and NPYLR7 ag -4.
Screening COc1ccc(C(=O)Nc2c(-c3cccc(F)c3)nc3cc(C)ccn23)cc1 returned mcGAS lum -2, hcGAS inh 2 and NPYLR7 ag -9.
For CCCn1c(C)c(C)n2c3c(=O)n(CC(C)=O)c(=O)n(C)c3nc12 the results were hcGAS inh -5 and NPYLR7 ag -1.
`COc1ccc(S(=O)(=O)NCCNc2cc(-n3nc(C)cc3C)ncn2)c(C)c1C` gave mcGAS lum -8, hcGAS inh -6 and NPYLR7 ag -9.
`O=C(CCc1ccccc1)NCc1nnnn1C1CCCCC1` gave mcGAS lum -6, hcGAS inh -4 and NPYLR7 ag -3.
For O=C(Nc1ccccc1)c1c2c(nn1C1CCS(=O)(=O)C1)CCC2 (stereo not given) the results were hcGAS inh 1 and NPYLR7 ag -1.
Screening CN1C[C@@H]2CC[C@H](CC1=O)N2C(=O)CCC(=O)Nc1cccc(F)c1 returned mcGAS lum -9, hcGAS inh -3 and NPYLR7 ag 11.
`Cc1cc(C(C)(C)C)cc(C)c1S(=O)(=O)Nc1c(C)nn(C)c1-n1cncn1` gave hcGAS inh -11 and NPYLR7 ag -4.
For Cc1ccc(-n2c(SCC(=O)Nc3nccs3)nc3c(c2=O)SCC3)cc1 the results were hcGAS inh -6 and NPYLR7 ag -3.
`CN(C)S(=O)(=O)Nc1cc(F)c(F)cc1Cl` gave mcGAS lum -14, hcGAS inh -11 and NPYLR7 ag 4.

Arranged by molar mass (smallest number first): part of the list above.
`CC(C)(C)c1cc(=O)[nH]c(=O)[nH]1` gave mcGAS lum 1, hcGAS inh 7 and NPYLR7 ag -1.
`CC(C)=CC1C(C(=O)NN2CC(=O)NC2=O)C1(C)C` (stereo not given) gave hcGAS inh 1 and NPYLR7 ag -1.
`CN(C)S(=O)(=O)Nc1cc(F)c(F)cc1Cl` gave mcGAS lum -14, hcGAS inh -11 and NPYLR7 ag 4.
For CCOc1ccccc1NC1=NC2CS(=O)(=O)CC2S1 (stereo not given) the results were hcGAS inh 1 and NPYLR7 ag 3.
For CN(C)c1cc(N/N=C\c2cccc([N+](=O)[O-])c2)nc(N(C)C)n1 the results were mcGAS lum -3, hcGAS inh -1 and NPYLR7 ag -9.
For CCCn1c(C)c(C)n2c3c(=O)n(CC(C)=O)c(=O)n(C)c3nc12 the results were hcGAS inh -5 and NPYLR7 ag -1.
For O=C(Nc1ccccc1)c1c2c(nn1C1CCS(=O)(=O)C1)CCC2 (stereo not given) the results were hcGAS inh 1 and NPYLR7 ag -1.
Screening CN1C[C@@H]2CC[C@H](CC1=O)N2C(=O)CCC(=O)Nc1cccc(F)c1 returned mcGAS lum -9, hcGAS inh -3 and NPYLR7 ag 11.
Screening COc1ccc(C(=O)Nc2c(-c3cccc(F)c3)nc3cc(C)ccn23)cc1 returned mcGAS lum -2, hcGAS inh 2 and NPYLR7 ag -9.
`Cc1cc(C(C)(C)C)cc(C)c1S(=O)(=O)Nc1c(C)nn(C)c1-n1cncn1` gave hcGAS inh -11 and NPYLR7 ag -4.
For Cc1ccc(-n2c(SCC(=O)Nc3nccs3)nc3c(c2=O)SCC3)cc1 the results were hcGAS inh -6 and NPYLR7 ag -3.
Screening CCCCn1c(=O)c2c(nc3n(-c4ccc(S(N)(=O)=O)cc4)c(C)cn23)n(C)c1=O returned mcGAS lum -6, hcGAS inh -4 and NPYLR7 ag 2.
`COc1ccc(S(=O)(=O)NCCNc2cc(-n3nc(C)cc3C)ncn2)c(C)c1C` gave mcGAS lum -8, hcGAS inh -6 and NPYLR7 ag -9.

(further entries)
For O=S1(=O)CCC(N(C2CC2)S(=O)(=O)c2cccc(F)c2F)C1 (stereo not given) the results were mcGAS lum -5, hcGAS inh -5 and NPYLR7 ag 1.
For NC(=O)Cn1c(CSc2ncc(-c3ccccc3)n2C2CC2)nc2ccccc2c1=O the results were hcGAS inh -5 and NPYLR7 ag 10.
`COC(Cn1cnc2ccc(F)cc2c1=O)c1cccs1` (stereo not given) gave mcGAS lum -14, hcGAS inh -5 and NPYLR7 ag 6.
Screening CN(CCCc1cnn(C)c1)Cc1ccnc2ccccc12 returned mcGAS lum -13, hcGAS inh -5 and NPYLR7 ag -4.
For CCn1nc(C)c(NC(=O)CN2CCN(C(=O)C3CCCO3)CC2)c1C (stereo not given) the results were mcGAS lum -7, hcGAS inh -6 and NPYLR7 ag 5.
`CN(C)Cc1nc(Cl)c2c3c(sc2n1)CCCCC3` gave hcGAS inh -7 and NPYLR7 ag -10.
`N#Cc1cnc(SCc2cccc([N+](=O)[O-])c2)nc1N` gave hcGAS inh -6 and NPYLR7 ag 2.
O=C(Cn1nc(-c2ccccc2)c2sc(N3CCOCC3)nc2c1=O)c1ccc2ccccc2c1 was read as mcGAS lum -2, hcGAS inh -5 and NPYLR7 ag -1.
`CN(CCCc1cnn(C)c1)c1nc(-c2cccnc2)nc2c1cnn2C` gave hcGAS inh -3 and NPYLR7 ag 3.
O=[N+]([O-])c1ccccc1SN=C1N=C2C=CC(Br)=CN2Cc2ccccc21 was read as hcGAS inh -7 and NPYLR7 ag 4.
For COc1ccc(C(=O)N2CCC(Nc3cccnn3)CC2)cn1 the results were hcGAS inh 2 and NPYLR7 ag -21.
CCOc1ccc(N(CC)C(=O)C(=O)c2c(C)[nH]c3ccccc23)cc1 was read as mcGAS lum -3, hcGAS inh -2 and NPYLR7 ag 1.
`COc1ccc(C(=O)N2CCC3(CC2)OCC(C(=O)N2CCCC2)N3C(=O)c2ccccc2)cc1OC` (stereo not given) gave mcGAS lum -5, hcGAS inh -5 and NPYLR7 ag 0.
COc1cc(Cl)cc(C(=O)N2CC3(CCNCC3)CC2C(=O)O)c1 (stereo not given) was read as hcGAS inh -4 and NPYLR7 ag 4.
For CC1C(=O)N(c2ccccc2-c2ccccc2)CCN1C(=O)Nc1ccccc1 (stereo not given) the results were mcGAS lum -7, hcGAS inh -8 and NPYLR7 ag 20.
For O=C1c2ncccc2C(CCO)N1c1ccccc1 (stereo not given) the results were mcGAS lum -8, hcGAS inh 2 and NPYLR7 ag 1.
`COc1cc(NC(=O)N2CCCN(c3nc(Cc4ccccc4)ns3)CC2)cc(OC)c1` gave mcGAS lum 3, hcGAS inh 4 and NPYLR7 ag 1.
`CCc1nc(CC#N)nc(N2CCN(C(=O)c3ccco3)CC2)c1Cc1ccc(F)cc1` gave mcGAS lum -5, hcGAS inh -9 and NPYLR7 ag 35.
For Cc1cc(=O)n(-c2nc3ccccc3s2)[nH]1 the results were mcGAS lum -1, hcGAS inh 0 and NPYLR7 ag -6.
For CCOc1ccccc1C(=O)N1c2cccc3c2[C@@H](C[C@H]1C(N)=O)CN(Cc1ccc(OC)cc1)C3=O the results were mcGAS lum 1, hcGAS inh 8 and NPYLR7 ag 7.
COCc1c(Br)c(C)nc(OCC(=O)N/N=C\c2ccc(OCc3ccc(Cl)cc3Cl)c(OC)c2)c1C#N was read as mcGAS lum -7, hcGAS inh -4 and NPYLR7 ag 8.
For CCCN1C(=O)C(=Cc2c(NCCCO)nc3ccccn3c2=O)SC1=S the results were hcGAS inh -3 and NPYLR7 ag 7.
`Cc1cccc(-c2noc(N3CCOCC3)c2CN(Cc2ccco2)C(=O)c2cccc(Br)c2)c1` gave mcGAS lum -2, hcGAS inh 0 and NPYLR7 ag 0.
CSCC(C)C(=O)N1CCC(NC2CC2)CC1 (stereo not given) was read as hcGAS inh -20 and NPYLR7 ag -2.
COc1cccc2sc(NS(=O)(=O)Cc3cccc(F)c3)nc12 was read as hcGAS inh -5 and NPYLR7 ag 12.
O=C(C1CCN(c2ccccc2Cc2ccccc2)C1=O)N1CCOCC1 (stereo not given) was read as mcGAS lum -7 and hcGAS inh -8.
For Cc1cc(C)n(CCN(C(=O)Cc2cccs2)c2nc3c(F)cc(F)cc3s2)n1 the results were mcGAS lum -11, hcGAS inh -5 and NPYLR7 ag -18.
For O=C(CSc1nnc(-c2ccco2)n1-c1cccc(Cl)c1)NCc1ccccc1 the results were mcGAS lum -7 and hcGAS inh -3.
For CCc1nn2c(N)c(C=C3C=CC(=O)C=C3)c(=O)nc2s1 the results were hcGAS inh 21 and NPYLR7 ag -4.
`CC1=NNc2nc3c(c(=O)n(Cc4ccccc4)c(=O)n3C)n2C1` gave mcGAS lum -8, hcGAS inh -5 and NPYLR7 ag 1.
CCn1ccnc1CNC(=O)c1ccc(OC2CCN(CC(C)(C)C)CC2)c(Cl)c1 was read as mcGAS lum -8, hcGAS inh -8 and NPYLR7 ag 9.
CCn1cc(CN2CCC(C(=O)Nc3cccc(-c4cc5ccccc5[nH]4)c3)CC2)c(C)n1 was read as mcGAS lum -8 and hcGAS inh -4.
Screening C#CCN(C)C(=O)c1ccc(-n2nc(C(=O)OCC)cc2-c2ccc3ccccc3c2)cc1 returned mcGAS lum 1, hcGAS inh 1 and NPYLR7 ag 1.
`CCCCc1ccc(C(=O)N2CCSC2c2ccc(OC)c(OCc3ccccc3)c2)cc1` (stereo not given) gave mcGAS lum -6 and hcGAS inh -3.
